BRCA1 expr up: increases BRCA1 expression. MCF7-BRCA1-FFLuc reporter, luminescence, 48 h; response scale: scaled: vehicle 0%, 10 µM genistein 100%. Potency, µM (highest dose often 46.1 µM), inactives show top-dose activation, hits mostly activators. hit rate 1.1% among 380,000. AID 624202; further: potency means the concentration at half of the fitted maximal effect; nearly all actives have a fitted effect of over 80% in size; some results filed as inactive show a strong effect at the top dose
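MCF7-BRCA1-FFLuc, 2000 cells/well; 2 h attach, 37 °C/5% CO2; compound 48 h; luciferase substrate 15 min; luminescence end-point. Norm. to genistein 10 microM max activation and DMSO; concentration-response curves fitted.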
Giardia kill: Giardia lamblia killing. Giardia lamblia trophozoite viability. activity change, % at 7.66 µM, hits read low. hit rate 0.15% among 340,000; in the data active means activity change below about -80%; inconclusive means between about -30% and that limit;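 further: parasites exposed to compound for two days anaerobically before the ATP read; on the % scale 0 is the no-effect control and ±100 the full control effect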
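Anaerobic 48 hrs incubation at 37 deg C of 100 trophozoites/well with test compounds; ATPLite 1-Step luminescence, 15-30 min RT, reports cellular ATP as viability.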
FLuc counter: firefly luciferase modulation, counter-screen for miR-21 project. AID 588342. Potency, µM (titrated, usually from 57.5 µM), inactives show at the top dose activity change, negative = inhibition, usual class: inhibitors. P08659. hit rate 6.9% among 360,000. purified FLuc, Km substrates, luminescence inhibition;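 further: potency means the concentration at half of the fitted maximal effect; plate controls were vehicle for no effect and reference inhibitor for full effect; nearly all actives have a fitted effect of over 55% in size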
Target sequence (P08659 whole entry, looked up): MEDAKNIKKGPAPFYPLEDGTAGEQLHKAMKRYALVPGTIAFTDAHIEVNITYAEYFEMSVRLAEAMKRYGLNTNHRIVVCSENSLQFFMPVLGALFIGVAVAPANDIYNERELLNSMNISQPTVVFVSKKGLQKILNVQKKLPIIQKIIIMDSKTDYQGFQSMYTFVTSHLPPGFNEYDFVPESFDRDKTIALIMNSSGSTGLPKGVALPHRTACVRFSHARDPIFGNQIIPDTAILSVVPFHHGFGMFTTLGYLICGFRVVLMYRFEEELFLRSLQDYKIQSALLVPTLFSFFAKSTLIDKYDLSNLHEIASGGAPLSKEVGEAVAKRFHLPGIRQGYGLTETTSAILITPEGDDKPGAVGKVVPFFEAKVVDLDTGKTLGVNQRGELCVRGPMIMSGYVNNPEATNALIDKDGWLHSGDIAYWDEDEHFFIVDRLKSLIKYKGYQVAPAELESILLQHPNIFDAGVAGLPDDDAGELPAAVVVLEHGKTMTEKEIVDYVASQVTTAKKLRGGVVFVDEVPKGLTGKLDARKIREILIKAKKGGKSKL
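Purified P. pyralis luciferase, 10 nM final, with Km-level 10 uM D-luciferin and 10 uM ATP in 50 mM Tris acetate pH 7.5, 10 mM Mg acetate, 0.01% Tween-20, 0.05% BSA; 6-point qHTS titration about 60 µM downward; luminescence read.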
Menin-MLL TR inh: displaces Texas Red mutant MLL peptide from human menin | hit rate 0.23% among 270,000 | O00255 | AID 1768 | Potency, µM (series often up to 61.6 µM), inactives show at the highest dose FP activity change, negative = inhibition, most hits filed as inhibitors | Menin + Texas Red MLL mutant peptide, fluorescence polarization; active means well fitted inhibition curve with a large enough effect in the polarisation, with a control signal flat, not every such curve was filed as active; inconclusive means small, poorly fitted or top-dose-only effect, or effect the other way, or a change in a side signal; inactive means no such curve, though single readings can be large or run the other way; the % refers to the polarisation; further: potency means the concentration at half of the fitted maximal effect; % of control where 0% means no effect; many of its hits are not listed in these tables
NPC1 prom act: NPC1 promoter activation; Huh7 NPC1 promoter luciferase reporter, 24 h; Potency, µM (series often up to 9.22 µM), inactives show at the top dose activation, most hits filed as activators; hit rate 2.4% among 320,000; AID 485313;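 further: potency means the concentration at half of the fitted maximal effect; % of control where 0% means no effect; nearly all actives have a fitted effect of over 60% in size; reporter is driven by a mutant NPC1 promoter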
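Luminescence read-out of NPC1 promoter-driven luciferase in stably transfected Huh7 cells; compounds delivered in DMSO and left 24 h at 37C, 5% CO2, qHTS titration format.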
ELG1 genotox: inducers of genotoxicity in HEK293T ELG1-luciferase cells | hit rate 1.3% among 330,000 | AID 504466 | Potency, µM (series often up to 46 µM), inactives show top-dose activity change, positive = activation, hits mostly activators | HEK293T ELG1-luciferase reporter, luminescence, 16 h; further: potency means the concentration at half of the fitted maximal effect; % of control where 0% means no effect; nearly all actives have a fitted effect of over 60% in size
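Genotoxicity was scored as increased ELG1-luciferase reporter signal, measured by ONE-Glo luminescence (30 min, room temperature). Compound or vehicle exposure of the HEK293T reporter cells lasted 16 hr at 37°C.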
Rab9 prom act: activates the Rab9 promoter. AID 485297. Potency, µM (highest dose often 9.22 µM), for the others: at the top dose activation, negative = inhibition, actives largely listed as activators. hit rate 2.8% among 320,000. Huh7 Rab9 promoter-luciferase reporter, luminescence, 24 h; further: potency means the concentration at half of the fitted maximal effect; % of control where 0% means no effect; nearly all actives have a fitted effect of over 60% in size
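Using Huh7 cells stably transfected with Rab9 promoter–luciferase, compounds were incubated 24 h at 37 °C, 5% CO2; luciferase luminescence was read 10 min after reagent addition.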
RORg inh: blocks mouse ROR gamma transcriptional activity; P51450; Drosophila S2 Gal4-RORgamma UAS-luciferase reporter, 20 h; Potency, µM (titrated, usually from 53.6 µM), for inactives: at the top dose activity change, negative = inhibition, most hits filed as inhibitors; hit rate 5.4% among 310,000; AID 2551; further: potency means the concentration at half of the fitted maximal effect; on the % scale 0 is the no-effect control and ±100 the full control effect; nearly all actives have a fitted effect of over 60% in size
Target sequence (P51450 whole entry, looked up, the tested form may be a part): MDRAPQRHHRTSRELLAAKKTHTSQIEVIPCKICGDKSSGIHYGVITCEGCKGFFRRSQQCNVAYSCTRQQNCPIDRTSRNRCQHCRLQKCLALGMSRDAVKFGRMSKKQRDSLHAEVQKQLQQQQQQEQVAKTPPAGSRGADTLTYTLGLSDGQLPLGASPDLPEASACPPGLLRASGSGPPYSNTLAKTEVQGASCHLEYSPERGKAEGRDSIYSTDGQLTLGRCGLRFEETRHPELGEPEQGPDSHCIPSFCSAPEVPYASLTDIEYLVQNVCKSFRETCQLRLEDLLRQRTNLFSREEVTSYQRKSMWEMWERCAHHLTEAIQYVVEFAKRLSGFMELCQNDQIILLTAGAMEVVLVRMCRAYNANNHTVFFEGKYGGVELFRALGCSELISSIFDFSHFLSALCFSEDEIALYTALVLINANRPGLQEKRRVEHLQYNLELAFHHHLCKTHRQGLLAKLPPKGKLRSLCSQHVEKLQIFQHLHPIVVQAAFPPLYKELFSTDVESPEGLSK
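Stable Schneider cell line, Gal4 DNA-binding domain fused to ROR gamma, UAS-luciferase. Cmpd 1 hr RT → CuSO4 700 uM final → 20 hr RT → luciferase reagent 10 min → luminescence.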
Gal4-VP16 FLuc: counter-screen for ROR gamma inhibitors: Gal4-VP16 reporter; Potency, µM (series often up to 53.6 µM), inactives show top-dose activity, negative = inhibition, usual class: inhibitors; hit rate 3.5% among 310,000; AID 2546; Drosophila S2 Gal4-VP16 UAS-luciferase, luminescence, 20 h;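 further: Gal4-VP16 expression switched on by copper sulfate through the metallothionein promoter; potency means the concentration at half of the fitted maximal effect; on the % scale 0 is the no-effect control and ±100 the full control effect; nearly all actives have a fitted effect of over 50% in size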
PKM2 act: PKM2 (human) enzyme activation; purified PKM2, Kinase-Glo ATP luminescence, activation; response scale: 0% is enzyme alone, no compound; Potency, µM (series often up to 57.5 µM), inactives show top-dose activation, most hits filed as activators; hit rate 0.34% among 260,000; AID 1631; further: potency means the concentration at half of the fitted maximal effect; on the % scale 0 is the no-effect control and ±100 the full control effect; nearly all actives have a fitted effect of over 55% in size
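Purified hPK-M2 (>95% pure) converted ADP (0.1 mM final) to ATP with 0.5 mM PEP in 50 mM imidazole pH7.2, KCl, MgCl2, Tween 20, BSA; 1 h at room temperature. ATP detected by Kinase-Glo luminescence.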
p53 reactivator: restores transcriptional activity of mutant p53 | H1299 p53-A138V BP100-luciferase reporter, luminescence, 24 h | Potency, µM (titrated, usually from 92.2 µM), for inactives: at the top dose activity change, positive = activation, actives largely listed as activators | hit rate 0.063% among 320,000; further: potency means the concentration at half of the fitted maximal effect; % of control where 0% means no effect; nearly all actives have a fitted effect of over 45% in size
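H1299 (p53-null), stable ts p53-A138V + BP100-Luc; 1000 cells/well, Opti-MEM/10% FBS; cpd 4 pt, 1:5; 24 h, 37 deg C, 5% CO2; detection reagent 10 min RT; luminescence.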
* = called active by the depositor; ? = inconclusive; . = not tested or not shown; [ ] = remark or other dose. Unless noted, the call rests on the fitted dose curve; in most records, active means well fitted curve in the direction sought with a large enough effect; inconclusive means small, poorly fitted or top-dose-only effect, or another doubt; inactive means no such curve, though single readings can be large; an effect the other way counts as inactive or inconclusive.

SMILES | BRCA1 expr up | Giardia kill | FLuc counter | Menin-MLL TR inh | NPC1 prom act | ELG1 genotox | Rab9 prom act | RORg inh | Gal4-VP16 FLuc | PKM2 act | p53 reactivator
O=C(c1ccc2c(c1)OCO2)N(c1ccc(F)cc1)C1C=CS(=O)(=O)C1 (configuration not stated) | 0% | -2 | 6% | -7% | -3% | -4% | 7% | -3% | -1% | 0% | -5%
CCCCC(CC)CNC(=O)C1C2C=CC(C2)C1C(=O)O (configuration not stated) | 1% | -7 | 1% | . | 0% | -1% | 2% | 27% | 0% | -1% | -3%
COC(=O)c1cc(S(=O)(=O)N2c3ccccc3CC2C)cn1C (configuration not stated) | -30% | 36[activator] | 0% | . | -3% | -4% | -2% | 0% | 2% | . | -8%
Cc1ccccc1OCC(=O)N(Cc1ccc(N(C)C)cc1)C1CCS(=O)(=O)C1 (configuration not stated) | -24% | -9 | 2% | -7% | -5% | 0% | 6% | 40% | -6% | 1% | -5%
Clc1ccc(-c2nnc(COc3ncnc4ccccc34)o2)cc1 | 1% | 7 | ? | -9% | 9% | -3% | 2% | 16% | -13% | -3% | -3%
O=C(CN1CCN(Cc2ccccc2)CC1)N/N=C/c1ccco1 | 0% | 7 | -2% | . | 1% | -2% | -2% | 38% | -6% | 1% | -2%
O=[N+]([O-])c1ccc(NCCc2ccccc2)c(Br)c1 | -28% | 13 | -18% | 17% | 13% | 0% | 11% | -2% | -14% | . | 8%
COC(=O)c1[nH]c2ccccc2c1NC(=O)CN1CCN(c2cccc(Cl)c2)CC1 | -70% | -19 | 7% | 7% | -20% | -10% | -5% | 3% | ? | 4% | 3%
O=C1c2ccccc2C(=O)N1CCCCSc1nnnn1-c1ccccc1 | -5% | -4 | -3% | 3% | 10% | -8% | -10% | 3% | -9% | 4% | 1%
Cc1ccc(NC(=S)Nn2cnnc2)cc1 | -22% | -18 | -13% | 8% | -2% | -3% | 1% | -39% | -21%[10 µM] | -6% | 0%
Cc1ccc(NCc2nnc(SCCN3CCCCC3)n2CC2CCCO2)c(C)c1 (configuration not stated) | 0% | 31[activator] | 7% | -13% | 1% | -5% | 0% | 2% | -5% | -10% | -2%
COc1cc(C(=O)Nc2nc3ccccc3s2)ccc1OCc1c(C)noc1C | -65% | 6 | ? | ? | 3% | -10% | -2% | ? | -3% | 0% | 14%
NS(=O)(=O)c1ccc2c(c1)C1C=CCC1C(C1CC=CCC1)N2 (configuration not stated) | -1% | 9 | -13% | ? | 0% | -7% | -4% | -17% | -8% | 8% | -3%
CCN1C(=O)/C(=C2\SC(=S)N(CCCOC)C2=O)c2ccccc21 | -19% | -1 | -2% | -10% | 4% | 2% | 8% | -10% | -4% | -1% | -1%
CCCCN1C2=C(C(=O)CC(C)(C)C2)C(c2ccccc2)C2=C1c1ccccc1C2=O (configuration not stated) | -13% | 13 | -3% | -15% | -4% | 2% | 2% | -37% | -5% | -6% | 0%
Cn1c(=O)c2c(ncn2CCN(CCO)Cc2ccccc2)n(C)c1=O | 0% | 2 | 2% | 0% | 12% | -5% | -2% | 2% | -4% | -7% | -2%
CC(=O)c1ccc(N2CCN(CC(O)COCc3ccco3)CC2)cc1 (configuration not stated) | -13% | 9 | -2% | 0% | -1% | 2% | 1% | 7% | -17% | -3% | 13%
C#CCNC(=O)/C=C/c1ccc(OC)cc1 | 13µM* | 18 | 21µM* | -9% | 28% | ? | ? | ? | 0% | -12% | ?
O=C(NCCCN1CCCC1=O)c1cccc(NS(=O)(=O)c2ccc(Br)cc2)c1 | -16% | -21 | 7% | . | -7% | -2% | -2% | . | . | . | 4%
COc1ccc(NC(=O)c2cccs2)cn1 | 57% | ? | ? | . | 15% | 7% | ? | 42% | 25% | 7% | 8%
CCOc1ccc(NC(=O)CCNS(=O)(=O)c2ccc3c(c2)c(=O)n(C)c(=O)n3C)cc1 | 4% | 6 | -3% | -1% | 0% | -1% | -4% | 11% | -11% | -6% | -1%
CN(CC(=O)Nc1ccc(Cl)c(C(F)(F)F)c1)C(=O)c1cc(=O)[nH]c2ccccc12 | -41% | -1 | -13% | . | 1% | -9% | 0% | . | . | . | -11%
COc1cc2[nH]c(=O)c(C(=O)NCc3ccccc3Cl)c(O)c2cc1OC | -16% | 27 | -1% | -22% | 0% | 5% | -2% | 6% | 1% | 0% | -4%
CCc1ccc(NC(=O)CSc2nccn(-c3ccc4c(c3)OCCO4)c2=O)cc1 | -1% | 2 | ? | . | 3% | 9% | 9% | . | . | . | 2%
c1ccc(-c2noc(CSc3nnnn3C3CCCCC3)n2)cc1 | 24% | 13 | ? | ? | 1% | 1% | -2% | ? | ? | 2% | 11%
Cc1cccc(NC(=O)CN(C)S(=O)(=O)c2ccccc2)n1 | -1% | 7 | 3% | -11% | 4% | 1% | -1% | -18% | 3% | -5% | 3%
CCn1c(=N)n(CC(=O)c2cccc([N+](=O)[O-])c2)c2ccccc21 | ? | -27 | -3% | -4% | -3% | 13% | 4% | -25% | -2% | -4% | 26%
CN(C)c1cccc(C(=O)OC(C(=O)Nc2ccc([N+](=O)[O-])cc2Br)c2ccccc2)c1 (configuration not stated) | 1% | 39[activator] | 8% | ? | 0% | -1% | -7% | -4% | -2% | 13% | -3%
Cc1ccc(S(=O)(=O)NCCC(=O)Oc2ccc3ccc(=O)oc3c2)cc1 | -5% | 10 | 3% | . | 2% | -1% | -4% | 0% | -12% | -5% | 2%
CCOCCn1c(=NC(=O)c2ccc(S(=O)(=O)N3CCOCC3)cc2)sc2cc(S(N)(=O)=O)ccc21 | -32% | -18 | -1% | 19% | -5% | -20% | 3% | 21% | ? | -2% | -7%
CCCCCCCNC(=O)C1(CC2CC(c3ccc(Cl)cc3)=NO2)CCN(C(=O)Cc2ccc(F)cc2)CC1 (configuration not stated) | -32% | 1 | 10% | 6% | -4% | -9% | -6% | 17% | -13% | 1% | .
CN(Cc1nc(Cc2ccccc2F)no1)Cc1cccc2ncccc12 | -33% | 2 | -3% | -5% | -9% | -10% | -19% | ? | ? | 2% | -2%
O=C(C1CCC1)N1CCN(S(=O)(=O)c2cccc(F)c2)CC1 | -16% | -25 | 0% | . | 0% | 2% | -5% | . | . | . | 3%
COc1ccc(OC)c(S(=O)(=O)Nc2ccccc2C)c1 | 1% | -4 | -2% | 3% | -3% | -2% | -5% | -18% | -6% | 2% | -6%
Cc1cc(Cl)ccc1N=c1ssnc1Cl | -35% | 3 | ? | -2% | 0% | -23% | -1% | 11µM* | ? | -2% | 5%

Already shown: entries from further up.
SMILES | BRCA1 expr up | Giardia kill | FLuc counter | Menin-MLL TR inh | NPC1 prom act | ELG1 genotox | Rab9 prom act | RORg inh | Gal4-VP16 FLuc | PKM2 act | p53 reactivator
CCCCCCCNC(=O)C1(CC2CC(c3ccc(Cl)cc3)=NO2)CCN(C(=O)Cc2ccc(F)cc2)CC1 (configuration not stated) | -32% | 1 | 10% | 6% | -4% | -9% | -6% | 17% | -13% | 1% | .
CN(Cc1nc(Cc2ccccc2F)no1)Cc1cccc2ncccc12 | -33% | 2 | -3% | -5% | -9% | -10% | -19% | ? | ? | 2% | -2%
O=C(C1CCC1)N1CCN(S(=O)(=O)c2cccc(F)c2)CC1 | -16% | -25 | 0% | . | 0% | 2% | -5% | . | . | . | 3%

Copied from the list:
Menin-MLL TR inh, CCCCCCCNC(=O)C1(CC2CC(c3ccc(Cl)cc3)=NO2)CCN(C(=O)Cc2ccc(F)cc2)CC1 (configuration not stated) = 6%
PKM2 act, COc1ccc(OC)c(S(=O)(=O)Nc2ccccc2C)c1 = 2%
ELG1 genotox, Cc1cc(Cl)ccc1N=c1ssnc1Cl = -23%
BRCA1 expr up, CN(Cc1nc(Cc2ccccc2F)no1)Cc1cccc2ncccc12 = -33%
FLuc counter, O=C(C1CCC1)N1CCN(S(=O)(=O)c2cccc(F)c2)CC1 = 0%

Assay outcomes deposited in PubChem BioAssay by National Center for Advancing Translational Sciences (NCATS).

These rows are one share of the data. The share of hits here may be higher or lower than overall.
